Assay outcomes from PubChem.
NPR1 activator: GC-A (human) enzyme activation | HEK293 GC-A cells, cGMP TR-FRET, EC30 ANP; 0% at EC30 ANP, 100% saturating ANP | activation, % at 10 µM | 0.14% of 370,000 active | AID 1671463; in the data active = activation above about 40%
ssDAF-12 act: S. stercoralis DAF-12 activation, primary screen. HEK293 ssDAF-12/GRIP1 lit1-tk-luc reporter, luminescence; % of 3 µM dafachronic acid response. activation, % at 6.8 µM. 1% of 370,000 active. AID 652126;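 active = activation above the mean over all tested compounds plus 3 SD, cut at about 0.9% in these data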;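 note: 0% = DMSO-only wells and 100% = 3 µM delta7-dafachronic acid wells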
GAA850 FXN act: frataxin GAA850 promoter activation | HEK293 lucGAA850 FXN promoter luciferase reporter, 24 h; percent of 10 µM SAHA response | activation, % at 6 µM | 0.56% of 360,000 active;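 active = activation above the average of all compounds screened plus 3 SD, cutoff fixed separately per campaign, cut at about 7.5% in these data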;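 note: 0% = DMSO wells and 100% = 10 µM SAHA wells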
GC-B act: GC-B (human) receptor activation; P20594; HEK293-GC-B cells, CNP EC30, cGMP TR-FRET; 0% at EC30 CNP, 100% saturating CNP; activation, % at 10 µM; 0.11% of 370,000 active;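 active = activation at 10 µM reaching about 35% in either raw or pattern-adjusted values, limit read from the data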
DAX1 inh-1: inhibits human nuclear receptor DAX1 | 0.99% of 340,000 active | AID 504766 | inhibition, % at 6.75 µM | HEK293 Gal4-DAX1 luciferase reporter, luminescence;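 active = inhibition above the mean over all tested compounds plus 3 SD, cut at about 4.2% in these data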;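 note: 0% = DAX1-transfected cells with DMSO and 100% = empty-vector control cells with DMSO; inhibition shows as a rise in luminescence from relieved DAX1 repression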
Target sequence (P51843 207-470 limits assumed): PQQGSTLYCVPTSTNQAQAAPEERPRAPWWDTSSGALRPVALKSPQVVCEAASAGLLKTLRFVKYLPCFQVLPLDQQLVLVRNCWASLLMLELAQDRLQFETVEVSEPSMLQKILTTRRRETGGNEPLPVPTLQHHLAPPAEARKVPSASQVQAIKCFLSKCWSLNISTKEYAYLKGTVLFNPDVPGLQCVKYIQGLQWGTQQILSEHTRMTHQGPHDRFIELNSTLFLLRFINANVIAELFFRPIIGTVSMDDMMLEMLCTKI
proKLK7 act: proKLK7 (human) activation, primary screen; purified proKLK7, EDANS-DABCYL substrate fluorescence; 100% is mature enzyme control, 0% vehicle; activation, % at 7 µM; 0.9% of 370,000 active; AID 652039;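 active = activation above the mean of all tested compounds plus 3 SD, computed per campaign excluding outliers beyond control limits, cut at about 13% in these data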
Target sequence (P49862 whole entry, looked up): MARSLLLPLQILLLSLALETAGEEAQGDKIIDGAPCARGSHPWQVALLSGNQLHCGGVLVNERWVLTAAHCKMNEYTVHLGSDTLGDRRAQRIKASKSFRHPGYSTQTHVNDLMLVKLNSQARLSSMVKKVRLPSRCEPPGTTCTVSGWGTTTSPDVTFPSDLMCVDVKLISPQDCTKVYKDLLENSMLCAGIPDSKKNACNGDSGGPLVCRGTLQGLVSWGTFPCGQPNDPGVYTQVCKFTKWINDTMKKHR
HGIII-sPLA2 inh: Inhibits HGIII-sPLA2 liposome hydrolysis, primary screen | Q9NZ20 | QFRET BODIPY PC-A2 liposome hydrolysis, fluorescence | inhibition, % at 12.2 µM | 0.56% of 370,000 active;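 active = inhibition above mean plus 3 SD of compounds lying within the high and low control bounds, cut at about 19% in these data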;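 note: 0% = median of test compound wells and 100% = no enzyme DMSO wells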
Target sequence (Q9NZ20 whole entry, looked up): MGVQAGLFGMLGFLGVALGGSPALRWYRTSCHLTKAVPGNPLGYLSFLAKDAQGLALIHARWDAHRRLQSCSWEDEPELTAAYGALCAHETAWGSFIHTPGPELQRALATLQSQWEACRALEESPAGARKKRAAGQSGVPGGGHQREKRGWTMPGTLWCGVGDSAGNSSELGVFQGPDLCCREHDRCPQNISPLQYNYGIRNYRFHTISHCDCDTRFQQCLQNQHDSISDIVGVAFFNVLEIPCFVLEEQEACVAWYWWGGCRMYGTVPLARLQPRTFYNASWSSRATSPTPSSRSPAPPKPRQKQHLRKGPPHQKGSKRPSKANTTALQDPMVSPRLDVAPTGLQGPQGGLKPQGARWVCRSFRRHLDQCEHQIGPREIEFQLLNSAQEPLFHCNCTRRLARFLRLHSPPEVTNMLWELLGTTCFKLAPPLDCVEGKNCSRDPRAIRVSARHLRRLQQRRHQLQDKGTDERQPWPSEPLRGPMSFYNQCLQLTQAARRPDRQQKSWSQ
SMARCA2 activ: increases SMARCA2 function in MMTV reporter cells; activation, % at 9.1 µM; 1% of 370,000 active; MG213 cells, MMTV-luciferase reporter, dexamethasone, overnight; in the data active = activation above about 7.8%;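 note: 0% = vehicle wells and 100% = reference activator wells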
hcDAF-12 act: activates DAF-12 receptor from parasite H. contortus; HEK293 hcDAF-12 lit1-tk-luc reporter, luminescence; 0% DMSO, 100% Δ7-dafachronic acid; activation, % at 6.8 µM; 1.4% of 370,000 active; AID 652067;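 active = activation above the mean of all tested compounds plus 3 SD, cut at about 5.5% in these data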;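 note: 100% = response to 3 µM Δ7-dafachronic acid high control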
hgDAF12 agonist: agonists of H. glycines DAF-12 nuclear receptor; 1.8% of 370,000 active; activation, % at 6.8 µM; HEK293 GAL4-hgDAF12 UAS-luciferase reporter, agonist luminescence; normalized to butyrate control; AID 687014;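 active = activation above a cutoff set at the mean of all screened compounds plus 3 SD, cut at about 10% in these data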;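 note: 0% = DMSO wells and 100% = sodium butyrate wells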
DAX1 inh-2: inhibitors of DAX1 repression of SF-1 activated StAR promoter; HEK293T StAR-luciferase reporter, SF-1/DAX-1 repression relief; inhibition, % at 6.8 µM; 1.1% of 370,000 active; AID 652010;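 active = inhibition above the mean over all tested compounds plus 3 SD, cut at about 3.6% in these data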;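 note: 0% = DAX-1 cells with DMSO and 100% = cells lacking DAX-1 with DMSO; higher inhibition means more luminescence from relief of DAX-1 repression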
Numbers without * were called inactive; nt = not tested or not shown.

SMILES	NPR1 activator	ssDAF-12 act	GAA850 FXN act	GC-B act	DAX1 inh-1	proKLK7 act	HGIII-sPLA2 inh	SMARCA2 activ	hcDAF-12 act	hgDAF12 agonist	DAX1 inh-2
COC(=O)C(NC(C)=O)(Nc1ccc(C)cn1)C(F)(F)F (stereo not given)	4.3	-1.2	0.1	2.8	4.2*	-0.2	19.6*	-6.8	3.3	0.6	0.1
COc1ccc(C(=O)c2cnc3cc4c(cc3c2C)OCO4)cc1	-2.1	-1.3	0.5	1.8	0.3	-0.1	-4.5	-0.3	-3.5	0.8	-0.9
CCOC(=O)Cc1ccc(NC(=O)c2cccc([N+](=O)[O-])c2)cc1	-4.1	-0.7	1.2	0.3	-0.8	0.1	2.4	-0.4	-0.2	4.7	-1.7
COC(=O)[C@]1(C)N[C@H](CN(C)S(=O)(=O)c2ccc(C(F)(F)F)cc2)[C@@H]2C(=O)N(C)C(=O)[C@@H]21	-0.7	-1.0	-2.1	-0.6	-1.0	-0.3	11.4	-4.1	-0.1	-1.9	-0.2
CCn1c(C)cc(/C=C2\NC(=O)N(Cc3ccccc3)C2=O)c1C	23.8	-0.8	0.6	30.4	1.1	1.1	-2.6	1.1	-1.9	0.2	-0.5
O=C(C(NS(=O)(=O)c1cccc2nsnc12)c1ccccc1)N1CCN(c2ccccn2)CC1 (stereo not given)	3.3	-0.8	0.0	1.3	-1.1	0.2	-2.9	1.1	-1.4	1.3	-0.6
O=C(O)CN1C(=O)/C(=C\c2cccc(OCc3ccc(F)cc3)c2)SC1=S	3.0	-0.8	1.7	0.3	-0.3	0.4	-38.1	-1.3	0.1	-1.2	0.3
COC(=O)c1ccc(OCC(=O)c2ccccc2OC)cc1	0.1	-1.4	1.6	5.5	0.8	-0.4	-10.2	3.2	-0.3	2.9	0.6
COC(=O)c1ccc(N=NN2CCCCC2)cc1	-0.1	0.5	4.0	0.1	1.7	0.9	-0.7	12.1*	1.9	9.8	3.2
CC1CN=C(NS(=O)(=O)c2ccccc2)N1 (stereo not given)	2.9	-1.1	1.0	3.6	1.3	-0.3	10.7	-3.0	-2.5	-2.2	-0.5
O=C(CSc1nnc(CNc2ccccc2)o1)N1CCc2ccccc21	-0.2	-1.4	-1.0	0.7	-0.6	0.1	-3.0	-0.5	-0.4	0.9	-0.6
CCOc1ccc(N2CC(C(=O)OCC(=O)c3ccc(OC)cc3)CC2=O)cc1 (stereo not given)	1.4	-0.7	0.5	-0.9	0.2	0.1	3.0	-1.4	0.5	0.9	-0.5
CNC(=O)COc1coc(CN2CCN(c3cccc(Cl)c3)CC2)cc1=O	1.8	-0.8	-0.9	-1.4	0.6	-0.5	4.2	-3.4	-0.2	-1.6	0.0
COc1ccccc1C(=O)Nc1ccnn1C1CCN(C(=O)C(C)(C)C)CC1	0.8	-0.9	-0.3	4.0	-0.1	0.5	8.1	-1.6	-0.1	0.9	-1.1
CCOC(=O)/C=C1\CN(Cc2ccc(OC)cc2)S(=O)(=O)c2ccccc21	-0.3	-1.0	1.2	-4.5	0.2	0.7	-5.4	-1.7	-2.4	0.6	0.3
N#CCCN(C(=O)CSc1n[nH]c(=O)[nH]c1=O)c1ccccc1	0.8	-0.8	-0.1	-0.8	-1.1	0.1	12.7	-2.2	-0.8	0.6	-1.6
Cc1ccccc1S(=O)(=O)Nc1ncc(C(F)(F)F)cc1Cl	3.6	-0.4	3.2	3.3	-0.5	0.6	-13.9	-2.8	-1.6	-2.3	0.0
CC(C)Nc1nc(NC(C)C)nc(OCCOC(=O)c2ccccc2)n1	-3.6	-1.5	1.2	2.3	-0.9	0.2	7.8	-0.6	-1.9	0.7	0.7
Cn1c(SC/C=C/c2ccccc2)nnc1-c1cccs1	1.8	-0.5	-0.1	-0.2	-0.9	-0.6	1.1	-1.7	-0.6	-1.3	0.6
COC1=C[C@H](C(=O)N[C@H]2CCCC[C@@H]2NC(C)=O)[C@@]2(C)Cc3ccccc3[C@H]2CC1=O	4.0	-1.5	nt	-2.0	nt	0.4	12.3	-0.9	-0.7	-1.9	-0.9
CCCn1c(N)c(C(=O)CSc2nc3ncc(Cl)cc3[nH]2)c(=O)[nH]c1=O	1.7	-1.2	0.4	0.0	-0.3	0.0	4.5	-1.1	-0.8	1.1	-0.7
COC(=O)c1ccc(NC(=S)NCc2ccco2)cc1	-0.7	-0.8	3.3	-6.2	-1.6	0.1	4.3	-0.2	-2.2	-3.1	-0.9
O=C(NC1CCCc2ccccc21)c1cc(F)cc(F)c1 (stereo not given)	-3.3	-0.6	0.4	-2.6	-1.0	-0.6	0.6	-4.7	-1.7	0.5	-0.1
Nc1ncc(Br)cc1N=Cc1ccccc1	-2.7	0.1	9.9*	-7.0	1.4	3.8	-5.6	-0.5	6.0*	17.8*	3.0
COc1ccc(CNC(=O)Cn2nc(C)n3cccc3c2=O)cc1	-0.1	-0.8	0.8	-1.2	-0.1	-0.5	4.0	-0.4	-0.3	2.2	-0.2
CC1=C(C(N)=O)C(c2cccs2)n2nc(-c3cccc(C)c3)nc2N1 (stereo not given)	-8.1	-1.1	1.8	-6.5	-1.2	0.8	0.4	0.9	-2.2	-1.9	-0.3
CC1(C)CC(=O)c2cnc3nc4ccccc4n3c2C1	1.1	-0.8	2.8	-4.5	1.5	-0.5	15.2	-4.1	0.4	3.9	1.7
C=CCn1c(SCC(=O)NCc2ccc3c(c2)OCO3)nnc1-c1cccnc1	-0.9	-1.1	-1.4	-0.4	0.6	0.0	5.1	-4.2	-1.7	-1.2	1.0
O=C(COC(=O)/C=C/c1cn(-c2ccccc2)nc1-c1cccnc1)Nc1ccc(Cl)cc1Cl	-0.8	-1.6	-0.9	-3.6	3.0	-0.3	-3.9	-0.7	-0.3	1.2	0.5
CCC1CCC(C(=O)NC(C(=O)NCCN2CCOCC2)C(C)C)CC1 (stereo not given)	-1.5	-1.6	0.8	-5.8	-0.6	0.6	6.5	1.4	1.3	1.7	0.0
O=C(Nc1ccc(F)cc1)C(c1ccccc1OC(F)(F)F)N1CCN(C(=O)c2ccco2)CC1 (stereo not given)	-1.2	-0.9	nt	-0.7	nt	0.9	-7.6	-1.1	-0.5	0.5	0.7
COc1ccc(/C=C/C(=O)NC(=S)NNC(=O)c2c(-c3ccccc3)noc2C)cc1	2.7	-0.1	1.8	5.5	-0.6	-0.3	17.6	0.5	3.0	0.6	0.9
CC/C(O)=C1\C(=O)CC(C)(C)CC1=Nc1ccccc1C	-2.2	-0.9	1.4	-1.8	-0.8	0.1	1.3	0.1	-1.2	0.1	-0.3
CC(C)CC(NC(=O)c1ccc(Cl)cc1)C(=O)OCC(=O)c1ccc2c(c1)NC(=O)CO2 (stereo not given)	-0.9	-2.0	0.2	1.3	0.1	0.2	-19.7	-6.4	-1.2	-8.2	-2.2
COc1ccc(F)cc1C1=CC(=O)C[C@H](c2ccc3c(c2)OCO3)C1	10.2	-1.5	-3.4	8.9	1.2	0.2	-9.6	-0.7	-2.0	-0.1	-1.8
CC(Sc1nc2scc(-c3ccccc3)c2c(=O)[nH]1)C(=O)NC(N)=O (stereo not given)	3.1	-1.5	1.3	-3.4	-0.8	-0.3	-2.4	2.0	0.9	-1.0	0.1
Cc1ccc(NC(=O)COc2ccc(-c3nnco3)cc2)cc1S(=O)(=O)N1CCOCC1	-1.0	-2.0	0.1	-1.8	-2.2	0.3	-4.1	-1.4	-2.9	1.4	-1.4
COCCCNC(=O)CSc1nnc(-c2cccnc2)n1C1CCCCC1	2.5	-1.3	nt	16.4	nt	0.0	3.8	-3.9	-0.5	1.9	-0.3
CC1(C)Cc2cccc(Oc3cc(NN4CCCCC4)c([N+](=O)[O-])cc3[N+](=O)[O-])c2O1	-1.0	-1.4	0.0	-2.8	0.1	-0.1	10.0	-1.0	0.5	-1.0	0.2
CCCN(C)C[C@@H]1OCCCC[C@@H](C)Oc2ccc(NC(=O)c3ccccc3)cc2C(=O)N([C@H](C)CO)C[C@@H]1C	-1.5	-0.3	nt	0.7	nt	0.4	7.8	-2.8	0.4	0.6	1.0
CCCCCCNC(=O)c1ncn[nH]1	0.7	-1.1	-1.9	1.1	5.0*	-0.3	-12.7	-3.2	-0.4	0.2	0.0
C(=N/Nc1nc(-c2ccccc2)cc(-c2ccccc2)n1)/c1cccnc1	-6.5	-1.3	0.9	0.2	-0.9	-1.8	-8.8	-2.4	-1.1	0.0	-2.0
O=C(C[C@H]1C[C@H](C(=O)N2CCOCC2)[C@@]2(CCC3CCCC3)c3[nH]c4cc(-c5ccco5)ccc4c3CCN2C1=O)NCc1cccc(C(F)(F)F)c1	-2.4	-1.1	1.4	-2.4	0.1	1.5	-9.5	-3.7	0.1	0.3	0.6
CCOC(=O)C(C)Sc1ncnc2nc[nH]c12 (stereo not given)	0.9	-0.1	-1.4	4.1	0.5	-0.1	8.4	-2.9	-0.1	0.6	-0.8
COC(=O)[C@H](CC1(c2cn(S(=O)(=O)CC[Si](C)(C)C)c3ccccc23)C(=O)Nc2ccccc21)NC(=O)OC(C)(C)C (stereo not given in full)	-6.2	-1.1	nt	-6.0	nt	nt	-7.5	nt	3.8	1.3	nt
Cc1cc(C)nc(NC(=O)Cc2ccc([N+](=O)[O-])cc2)c1	-1.2	-1.8	-0.3	-1.4	-0.7	-0.3	-21.3	3.2	0.1	-2.8	-0.3
O=C(C[C@H]1C/C=C\C[C@H](Cc2ccc(F)cc2)C(=O)O[C@@H](c2ccccc2)CNC1=O)N[C@H](CO)Cc1ccccc1	-0.1	-1.0	-0.3	-3.7	-0.3	0.1	-15.1	2.9	-1.1	2.0	0.0
Cc1nc(Oc2ccccc2)c2ccsc2n1	-1.5	-1.6	1.1	2.4	-0.2	-0.5	8.1	-4.9	-1.6	1.1	0.0
CN(C)c1ccc(C(CNS(=O)(=O)c2ccc3ccccc3c2)N2CCOCC2)cc1 (stereo not given)	0.1	-1.5	4.3	-0.7	0.2	0.7	-7.9	-2.5	-0.8	1.2	0.2
Nc1nc(Br)c2c(F)cccc2c1-c1ccc(Cl)cc1	-14.3	-1.2	4.3	-6.4	-0.6	-0.3	-5.6	-3.4	-1.4	-3.2	0.8

Next part.
SMILES	NPR1 activator	ssDAF-12 act	GAA850 FXN act	GC-B act	DAX1 inh-1	proKLK7 act	HGIII-sPLA2 inh	SMARCA2 activ	hcDAF-12 act	hgDAF12 agonist	DAX1 inh-2
N#CC1=C(SCC(=O)Nc2ccccc2)NC(=O)CC1c1ccco1 (stereo not given)	-1.8	-0.6	1.9	0.7	0.9	0.5	-17.5	3.9	-0.2	4.9	3.6
Cc1ccnc(NS(=O)(=O)c2ccc(NC(=O)c3cc(-c4ccc(Br)cc4)nc4ccccc34)cc2)n1	-15.8	-1.5	-0.4	-6.2	1.1	-0.4	-11.3	-0.5	0.9	-1.1	-0.3
CCOc1ccc(NC(=S)NC(C)C(c2ccccc2)N2CCN(C)CC2)cc1 (stereo not given)	-0.1	-0.4	-1.2	0.3	-0.3	-0.1	3.8	-0.4	-1.9	0.1	0.2
Nc1nc2ccccc2n1/N=C/c1ccc2c(c1)OCO2	-7.2	-1.0	4.3	-6.1	nt	0.3	16.3	0.1	2.8	7.7	1.5
CC(C)N1CC2(c3ccccc3)CN(C(C)C)CC(c3ccccc3)(C1)C2=O	-6.2	-1.5	0.8	-8.0	-1.0	-0.3	3.1	-2.5	-1.7	-0.4	-0.5
